# High-throughput results as filed in PubChem.
# RGS8-Gao = regulators of human RGS8-Galphao interaction. AID 1423. 220,000 tested, 0.34% active. multiplexed bead flow cytometry, RGS8-Galphao binding; actives lie on both sides. P09471. response (percent of control binding), % at 10 µM; in the data active = response below about 60% or above about 140%; inactive = in between;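 also: Galphao activated as the GDP aluminium fluoride complex binding bead-coupled RGS8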
# Bcl-2 Bim block = human Bim-Bcl-2 interaction inhibition | P10415 | Bead-based flow cytometry, Bim peptide-Bcl-2 binding | inhibition, % at 10 µM | 190,000 tested, 0.06% active | AID 950; in the data active = inhibition above about 40%; inconclusive = no clear call, values can overlap the other calls;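 also: 0% = no compound wells with probe peptide and 100% = reference peptide inhibitor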
# Target sequence (P10415 whole entry, looked up): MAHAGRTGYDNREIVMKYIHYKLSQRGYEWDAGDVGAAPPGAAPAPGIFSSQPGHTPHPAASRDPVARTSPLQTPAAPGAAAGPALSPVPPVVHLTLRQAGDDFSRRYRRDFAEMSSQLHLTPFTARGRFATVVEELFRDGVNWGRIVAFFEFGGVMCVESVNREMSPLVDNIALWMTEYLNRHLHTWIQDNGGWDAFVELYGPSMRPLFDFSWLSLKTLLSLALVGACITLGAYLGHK
# Bim-Bcl-XL = disrupts Bim peptide binding to human Bcl-XL. Q07817. bead flow cytometry, fluorescence. inhibition, % at 10 µM. 190,000 tested, 0.04% active. AID 1007
# Bfl-1 Bim block = disrupts Bim binding to human Bfl-1. Q16548. Bead-based flow cytometry, Bim-Bfl-1 binding inhibition. 190,000 tested, 0.12% active. inhibition, % at 10 µM. AID 1008;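 also: 0% = wells without compound plus tracer and 100% = blocker peptide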
# Bim-Bcl-W = inhibitors of Bim-Bcl-W interaction, human; bead-based flow cytometry, Bim peptide-Bcl-W binding; inhibition, % at 10 µM; 190,000 tested, 0.02% active;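 also: 0% = bound tracer without compound and 100% = peptide blocker; higher means less fluorescent Bim peptide bound to Bcl-W beads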
# Bcl-B Bim block = inhibitors of Bim-Bcl-B interaction, human; Q9HD36; bead-based flow cytometry, Bim peptide-Bcl-B binding; inhibition, % at 10 µM; 190,000 tested, 0.073% active; AID 951;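 also: 0% = tracer peptide without compound and 100% = reference inhibitor peptide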
# Target sequence (Q9HD36 whole entry, looked up): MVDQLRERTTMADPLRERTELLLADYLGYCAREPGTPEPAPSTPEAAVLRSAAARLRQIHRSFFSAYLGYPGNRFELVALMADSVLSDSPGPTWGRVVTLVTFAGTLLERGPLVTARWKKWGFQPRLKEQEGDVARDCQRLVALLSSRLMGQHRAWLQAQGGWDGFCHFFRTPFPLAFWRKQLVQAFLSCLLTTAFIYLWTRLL
# ABCB1 block = human ABCB1 inhibition, ABCG2 as counter-screen; P08183; CCRF-Adr cells, JC-1 efflux, flow cytometry; inhibition, % at 6.6 µM; 190,000 tested, 0.067% active; AID 1326; in the data active = inhibition above about 40%;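 also: 0% = vehicle and 100% = reference inhibitor; higher value means more JC-1 retained so stronger ABCB1 efflux block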
# ABCG2 inh = blocks JC-1 efflux by human ABCG2 transporter; Q9UNQ0; 190,000 tested, 0.1% active; inhibition, % at 6.6 µM; AID 1325; IgMXP3 cells, flow cytometry;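 active = inhibition above 80%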;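 also: 0% = DMSO and 100% = nicardipine control wells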
# Target sequence (Q9UNQ0 whole entry, looked up): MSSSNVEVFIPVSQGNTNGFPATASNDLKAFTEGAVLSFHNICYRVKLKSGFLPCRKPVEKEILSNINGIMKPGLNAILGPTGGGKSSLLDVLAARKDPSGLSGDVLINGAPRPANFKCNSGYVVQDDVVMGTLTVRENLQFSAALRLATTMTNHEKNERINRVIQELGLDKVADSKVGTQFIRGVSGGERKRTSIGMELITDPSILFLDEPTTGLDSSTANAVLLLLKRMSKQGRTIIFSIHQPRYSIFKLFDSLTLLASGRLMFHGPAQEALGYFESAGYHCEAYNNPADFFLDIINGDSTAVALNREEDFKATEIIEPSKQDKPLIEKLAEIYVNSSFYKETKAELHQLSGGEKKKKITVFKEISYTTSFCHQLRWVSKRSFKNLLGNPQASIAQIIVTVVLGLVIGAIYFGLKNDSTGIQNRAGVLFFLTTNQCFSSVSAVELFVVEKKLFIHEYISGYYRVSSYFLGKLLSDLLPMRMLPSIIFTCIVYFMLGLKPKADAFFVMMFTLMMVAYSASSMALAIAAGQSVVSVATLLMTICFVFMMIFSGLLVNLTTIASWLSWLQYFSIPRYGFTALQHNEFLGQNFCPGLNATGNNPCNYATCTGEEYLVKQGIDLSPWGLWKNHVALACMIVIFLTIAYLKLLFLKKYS
#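 test system = two drug-resistant human cell lines, ABCG2 and ABCB1 | amount = 3 million cells/mL final, two lines in 1:1 ratio | reagent = JC-1 transporter substrate | doses = one concentration, 6.6 µM final | incubation = 10 min at 25 °C | signal = flow cytometric JC-1 green MFI at 530 nm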
# GSH bead fluor = GSH bead compound fluorescence profile. 190,000 tested, 0.25% active. GSH beads flow cytometry, compound fluorescence 488/530 nm; active compounds read high. fluorescence (KMESF) at 10 µM; in the data active = fluorescence above about 89;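 also: glutathione beads carrying GST-tagged Bcl family fusion proteins plus one bare bead set; values are compound well signal with DMSO vehicle wells as background; inactives centre near 16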
# RGS7-Gao reg = human RGS7-Galphao interaction regulation; 220,000 tested, 0.35% active; binding response (% of control), % at 10 µM; AID 1439; Multiplexed bead flow cytometry, RGS7-Galphao binding; actives lie on both sides; P09471; in the data active = binding response below about 49% or above about 150%; inconclusive = no clear call, values can overlap the other calls; inactive = in between;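 also: fluorescent Galphao held in activated GDP-AlF4 state binding bead-coupled RGS7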
# RGS4-Gao reg = modulates binding of RGS4 to human Galphao; 220,000 tested, 0.33% active; binding response (% of control), % at 10 µM; AID 1415; Multiplexed bead flow cytometry; actives lie on both sides; in the data active = binding response below about 49% or above about 150%; inactive = in between;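 also: fluorescent Galphao activated with aluminum fluoride binding bead-coupled RGS4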
# Numbers without * were called inactive; u = inconclusive; x = not tested or not shown; [ ] = dose if it differs, or a comment. Rule as the data show it, unless noted: active = inhibition above about 40%.
SMILES,RGS8-Gao,Bcl-2 Bim block,Bim-Bcl-XL,Bfl-1 Bim block,Bim-Bcl-W,Bcl-B Bim block,ABCB1 block,ABCG2 inh,GSH bead fluor,RGS7-Gao reg,RGS4-Gao reg
CCOc1ccc(C2CC(=O)NC3=C2C(=O)CCC3)cc1 (stereo not given),98,-8,-7,-13,0,-10,-0.6,-2,14,98,97
O=C(CSc1nc(C2CC2)nc2ccccc12)N1c2ccccc2Sc2ccccc21,105,2,-6,1,0,-2,-3.8,-4,24,106,115
COc1cccc(CNC(=O)C(c2ccc(Cl)cc2)C(C)C)c1 (stereo not given),101,1,-1,2,-1,-2,1.4,10,5,103,101
O=C(Cn1c(=O)oc2cc(S(=O)(=O)N3CCCC3)ccc21)NCc1ccccn1,101,-3,-1,-8,-1,-7,0.6,3,16,106,100
CCC(C)C1C(C#N)=C(N)Oc2n[nH]c(-c3ccccc3)c21 (stereo not given),101,-6,-4,-6,-1,-8,-0.2,1,28,99,100
N#Cc1cc(-c2ccccc2)nnc1Sc1ccccc1,98,-8,-1,-9,0,-6,0.3,3,9,95,97
O=C(Oc1ccccc1C(=O)N1CCOCC1)c1cccc(Br)c1,88,3,0,2,2,0,1.0,5,18,102,96
CCOC(=O)C1CCN(C(=O)c2ccco2)CC1,102,-10,-10,-15,-1,-5,-2.3,-3,31,97,100
COC(=O)c1ccc(C)c(NC(=O)c2c(-c3ccccc3)noc2C)c1,97,0,0,-3,-3,-4,0.6,4,6,98,101
CC(C)CN1C(=O)c2ccc(NC(=O)c3ccco3)cc2C1=O,102,-2,0,-8,0,-4,1.3,13,22,101,97
CCCCCn1c(SCc2ccncc2)nc2cc(C(=O)NCc3ccco3)ccc2c1=O,97,-9,-3,-8,-1,-10,5.1,7,12,88,93
CC(=O)Nc1cccc(C(=O)Oc2cccc(C)c2)c1O,99,2,0,0,1,0,0.2,1,13,101,98
Cc1ccc(NC(=S)N2CCCC(O)C2)cc1 (stereo not given),99,0,1,5,0,1,0.5,3,13,u,99
CCCCN(CCCC)C(=S)N/N=C/c1c(C)[nH]n(-c2ccccc2)c1=O,101,-7,4,-11,-1,-5,-0.2,1,33,104,104
O=C(CSCc1cccc(CSCC(=O)Nc2ccccc2)n1)Nc1ccccc1,96,-5,-4,-10,4,-7,1.0,5,39,98,95
C=CCOC(=O)C1=C[C@@H](c2ccc(Br)cc2)C[C@@H](OCc2ccc(CO)cc2)O1,98,1,0,-4,1,-3,0.3,0,17,101,97
C=CCN(CC=C)S(=O)(=O)c1ccc(NC(=S)NC(=O)/C=C/c2cccc3ccccc23)cc1,99,0,0,0,0,-3,-0.4,0,23,99,97
CC(C)(C)NC(=O)CN1CCC(O)(c2ccccc2)CC1,102,-7,-2,-11,0,-6,0.1,1,17,101,100
O=C(NCC1CCCO1)c1nc2c(nnn2Cc2ccccc2Cl)c(=O)[nH]1 (stereo not given),104,0,-2,0,4,0,0.4,1,33,100,99
CCCC(=O)Nc1nnc(SCC(=O)NCc2ccc3c(c2)OCO3)s1,100,-4,-7,-5,-3,-8,1.1,6,17,u,100
CN1CCN(C(=O)c2ccccc2-c2nc(-c3ccc(Cl)cc3)no2)CC1,101,-12,-1,-11,1,-5,3.3,10,19,97,102
CC(=O)NC1(c2ccccc2)CCN(c2nc(C)cc(C)n2)CC1,96,0,-4,-1,0,0,0.6,3,24,94,92
CC(C)CCn1c(CN2CCOCC2)nc2c1c(=O)n(C)c(=O)n2C,113,0,-4,-10,1,1,0.0,1,14,105,107
Cn1ncc2c(NNC(=O)Cc3cccc4ccccc34)ncnc21,104,-1,0,-2,-4,-3,0.1,3,9,103,104
Cc1ccc2cc3c(NC(=O)CC(C)C)nn(C)c3nc2c1,106,-5,0,-6,4,-5,1.2,4,6,105,105

# In another format: 4 of the compounds above
# Each structure is followed by: RGS8-Gao | Bcl-2 Bim block | Bim-Bcl-XL | Bfl-1 Bim block | Bim-Bcl-W | Bcl-B Bim block | ABCB1 block | ABCG2 inh | GSH bead fluor | RGS7-Gao reg | RGS4-Gao reg
COC(=O)c1ccc(C)c(NC(=O)c2c(-c3ccccc3)noc2C)c1
  97 | 0 | 0 | -3 | -3 | -4 | 0.6 | 4 | 6 | 98 | 101
CC(C)CN1C(=O)c2ccc(NC(=O)c3ccco3)cc2C1=O
  102 | -2 | 0 | -8 | 0 | -4 | 1.3 | 13 | 22 | 101 | 97
CCCCCn1c(SCc2ccncc2)nc2cc(C(=O)NCc3ccco3)ccc2c1=O
  97 | -9 | -3 | -8 | -1 | -10 | 5.1 | 7 | 12 | 88 | 93
CC(=O)Nc1cccc(C(=O)Oc2cccc(C)c2)c1O
  99 | 2 | 0 | 0 | 1 | 0 | 0.2 | 1 | 13 | 101 | 98

# (next part)
SMILES,RGS8-Gao,Bcl-2 Bim block,Bim-Bcl-XL,Bfl-1 Bim block,Bim-Bcl-W,Bcl-B Bim block,ABCB1 block,ABCG2 inh,GSH bead fluor,RGS7-Gao reg,RGS4-Gao reg
O=C(Nc1nnc(SCc2ccc(Cl)cc2)s1)C1CC(=O)N(Cc2ccccc2)C1 (stereo not given),95,0,0,0,0,-1,-0.6,-5,7,94,91
NC(=O)C1CCN(C(=O)c2ccc3c(=O)n(Cc4ccco4)c(SCC(=O)c4ccccc4)nc3c2)CC1,106,-5,-4,-6,-3,-5,0.5,2,15,101,98
C/C(=N/NC(=O)CNc1ccc(Cl)cc1C)c1ccc(C)cc1,100,-7,-3,-5,-3,-3,2.2,22,12,99,98
O=C(NNC(=S)Nc1ccc(OC(F)F)cc1)c1cc2c(s1)CCCC2,101,-3,-5,-1,2,-4,-1.0,-3,10,99,98
O=C(Cn1nc(C(F)(F)F)cc1C1CC1)NCc1ccccc1F,99,2,-1,1,0,-2,0.4,2,7,99,101
O=C(COC(=O)c1ccco1)NCc1ccc(Cl)cc1,102,-1,-1,-3,-2,-2,-0.1,-1,12,103,101
CC(C)=CCc1c(O)ccc2c1OC(c1ccc(O)c(O)c1)CC2=O (stereo not given),99,-4,-2,-7,-2,-3,-0.1,2,19,100,95
CCc1n[nH]c(=S)n1/N=C/c1ccccc1OCc1ccc(Cl)cc1,97,-2,-1,4,-1,2,-1.9,-13,16,u,97
O=C1CC(C(=O)N2CCN(c3ccc(F)cc3)CC2)CN1CCc1ccccc1 (stereo not given),95,-7,-3,-10,0,-6,0.4,0,22,97,98
CCC(C)n1ncn(-c2ccc(N3CCN(c4ccc(O)cc4)CC3)cc2)c1=O (stereo not given),97,0,-2,0,0,0,-0.5,-3,7,96,98
N#Cc1cccc(OCC(=O)NC(=O)NCc2ccccc2)c1,101,-2,-2,1,-2,0,0.1,3,66,103,99
O=c1c2cc(Cl)cc(Cl)c2nc2n1CCC2,100,-2,-2,-4,-4,-6,0.0,5,17,u,97
COc1ccc(S(=O)(=O)Nc2c(C)ccc3nsnc23)cc1OC,101,-1,-2,-7,-1,-5,0.2,0,75,101,102
CCCCCc1ccc(-c2ccc(OC)cc2)nc1,100,-1,-7,-3,-3,-5,0.0,3,12,97,97
COc1ccc(N2C(C(C)=O)=NN(c3ccccc3)C2c2cccs2)cc1 (stereo not given),102,-9,-12,-9,3,-5,0.1,0,63,104,106
CCCn1c(C(O)c2cc(OC)ccc2OC)nc2ccccc21 (stereo not given),101,-9,-7,-17,-2,-5,1.1,33,31,99,102
Cc1n[nH]c(=O)n1-c1ccc(OCc2ccccc2)cc1,99,-6,-3,-6,1,-5,-0.5,1,13,98,99
O=C(Nc1cc(S(=O)(=O)N2CCOCC2)ccc1N1CCCCC1)c1cc(-c2ccccn2)nc2ccccc12,93,-2,-8,26,1,-42,1.3,1,13,100,99
COc1ccc(C(=O)N/N=C/C2CC=CCC2)cc1OC (stereo not given),98,-6,-3,-6,-2,-5,-0.1,1,11,95,100
Cc1cc(C)c(C(=O)CN2C(=O)NC3(CCC(C)CC3)C2=O)cc1C (stereo not given),102,0,0,0,1,0,0.0,-1,10,99,99
O=C(/C=C\NCC(=O)c1ccccc1)c1ccccc1,127,0,-2,-1,0,-3,1.2,7,13,107,118
CC(C(=O)Nc1ccc2c(c1)OCCO2)N1CCN(C(=O)c2ccco2)CC1 (stereo not given),106,2,-1,3,1,2,0.2,1,46,92,92
O=C(CN(Cc1ccccc1)S(=O)(=O)c1ccc2c(c1)OCCO2)Nc1ccc2c(c1)OCCO2,136,u,x,x,x,x,1.2,4,74,261*[activator],184*[activator]
CC(C)Cn1c(N)c(C(=O)COC(=O)c2cc(F)cc(F)c2)c(=O)n(C)c1=O,105,-7,-3,-4,-3,-3,1.0,4,24,107,105
CC(C)OCC(O)CS(=O)(=O)Cc1ccccc1 (stereo not given),73,-4,0,4,-1,0,-0.1,0,9,79,68
# (next part)
SMILES,RGS8-Gao,Bcl-2 Bim block,Bim-Bcl-XL,Bfl-1 Bim block,Bim-Bcl-W,Bcl-B Bim block,ABCB1 block,ABCG2 inh,GSH bead fluor,RGS7-Gao reg,RGS4-Gao reg
COC(=O)c1cc(NCc2ccccc2F)ccc1N1CCOCC1,102,-7,3,-6,1,-9,0.9,6,60,104,99
NC(=O)Nc1cccc2ccccc12,96,2,6,3,4,8,0.6,3,15,99,99
c1ccc(C2=NNC(c3ccco3)=Nc3ccccc32)cc1,101,-4,0,-1,0,0,-0.2,2,14,106,101
CC(NC(=O)c1ccnc(C(C)(C)C)c1)c1ccccc1 (stereo not given),99,-13,-7,-19,-4,-10,0.2,1,11,103,104
O=C(NCc1ccccn1)C1CC(c2ccc(F)cc2)=NO1 (stereo not given),104,-17,-10,-22,-7,-9,-0.3,-4,24,97,102
CNC(=S)N/N=C/C1=CCC2CC1C2(C)C (stereo not given),101,69*,2,52*,13,65*,-0.5,11,13,105,105
O=C1CCCN1CCCNC(=S)Nc1ccc(Cl)cc1Cl,106,-3,-8,-8,-5,-13,1.3,3,16,103,100
O=C(Nc1cnc2ccccn2c1=O)c1ccc(Cl)cc1,102,-3,-2,0,-1,-3,0.5,3,14,105,102
O=C(c1cc(-c2ccc(F)cc2)on1)N1CCCC1,98,-8,-11,-22,-4,-10,0.5,12,30,95,96
Cc1ccc(SCCNS(C)(=O)=O)cc1,98,-9,-2,-11,-1,-9,0.2,1,39,98,98
COc1ccc(N2CCN(Cc3cc(=O)oc4ccc5ccccc5c34)CC2)cc1,99,0,-2,-1,-2,5,0.7,3,13,101,103
COc1ccc(CCN2C(=O)CC(Sc3ncccc3C(=O)O)C2=O)cc1OC (stereo not given),101,-9,-5,-11,0,-4,0.6,1,25,102,103
COc1ccc(Cl)cc1NC(=S)NCCO,100,-6,0,-6,-1,-5,0.4,18,11,93,98
COC(=O)c1ccc2c(=O)n(-c3ccc(OC)cc3)c(=S)[nH]c2c1,100,-5,-4,-3,-1,-12,0.2,3,14,92,97
CCOC(=O)CSc1nnc2n(Cc3ccccc3)c(=O)c3c4c(sc3n12)CCC4,100,-3,-5,-7,2,-8,1.4,2,11,101,98
COc1ccc(CCNC(=O)CC2SC(=NCc3ccccc3OC)NC2=O)cc1 (stereo not given),101,0,-2,-1,-2,0,0.3,1,16,98,103
CSc1ccccc1NC(=O)c1cc(CC(C)C)on1,98,-10,-6,-12,-1,-9,-1.4,-2,19,107,103
COc1ccc(CNCC(O)(c2ccccc2)c2ccc(Cl)cc2)cc1 (stereo not given),102,-4,-4,-2,-4,-2,1.1,6,13,99,99

# Compounds were not picked by outcome, and some 1.1% of all compounds hit somewhere here.
